TROY signal inh: inhibitors of TROY-dependent NF-kB signaling | Q293 LMP1-TROYcd NF-kB luciferase reporter, 4 h | inhibition, % at 10 µM | 360,000 tested, 0.98% active | AID 1347056;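 active means compounds whose plate-normalised and pattern-corrected inhibition of the luciferase reporter signal at the single screening dose is 50% or more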
TWEAK-Fn14 inh: TWEAK-Fn14 signaling inhibition. inhibition, % at 10 µM. TWEAK-stimulated Fn14 reporter cells, luciferase luminescence, 8 h. 360,000 tested, 2% active; in the data active means inhibition above about 50%
ABHD5 PLIN5 PPI: blocks binding of human ABHD5 to perilipin-5 | Q00G26+Q8WTS1 | Split G. princeps luciferase complementation, luminescence, 4 h | inhibition, % at 4 µM | 360,000 tested, 0.78% active;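 active means inhibition above the mean inhibition across every tested compound plus 3 SD, cut at about 22% in these data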;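 further: 0% = DMSO only wells and the 100% control is not disclosed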
TLR9-MyD88 inh: TLR9-MyD88 interaction inhibition | CHO BLA complementation TLR9-MyD88, CCF4 FRET ratio | inhibition, % at 4.98 µM | 340,000 tested, 0.21% active;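 active means inhibition above the mean over all tested compounds plus 3 SD, cut at about 21% in these data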;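 further: 0% = DMSO only wells and 100% = clavulanate BLA inhibitor control wells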
NCOA1 inh: inhibits human SRC1 coactivator; Q15788; HEK293 GAL4-SRC1 luciferase reporter, luminescence; inhibition, % at 3.6 µM; 360,000 tested, 0.12% active; AID 588354;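 active means inhibition above the campaign mean plus 3 SD, with each screening campaign given its own cutoff, cut at about 60% in these data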;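 further: 0% = DMSO treated cells and 100% = gossypol at 36 µM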
NCOA2 inhibitor: inhibits human steroid receptor coactivator 2 | 370,000 tested, 0.17% active | AID 651957 | HEK293 GAL4-SRC2 luciferase reporter, luminescence | Q15596 | inhibition, % at 9 µM;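 active means inhibition above the mean inhibition of all tested compounds plus 3 SD, set per campaign, cut at about 52% in these data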;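 further: 0% = DMSO treated cells and 100% = cells given Gossypol at 36 µM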
NR2F2 inh: blocks human COUP-TFII nuclear receptor; P24468; inhibition, % at 8.6 µM; HEK293T NGFI-A luciferase reporter, luminescence; 370,000 tested, 0.7% active;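 active means inhibition above a per-plate cutoff, mean inhibition of test wells between control levels plus 3 SD, cut at about 38% in these data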;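 further: cells cotransfected with COUP-TFII expression vector driving the NGFI-A reporter; 0% = median of COUP-TF2 test wells and 100% = reporter-only cells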
NOD2-RIPK2 inh: inhibitors of human NOD2-RIPK2 interaction; O43353; inhibition, % at 4.98 µM; AID 624267; 360,000 tested, 0.38% active; CHO BLA complementation NOD2-RIPK2, CCF4 ratio; in the data active means inhibition above about 21%;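 further: 0% = vehicle only and 100% = reference blocker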
NR5A2 inv ag: suppresses constitutive activity of human LRH-1 | O00482 | HEK293T StAR-luciferase reporter, LRH-1 transfected, 24 h | inhibition, % at 3.6 µM | 360,000 tested, 0.13% active | AID 602396;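 active means inhibition above the mean inhibition of all tested compounds plus 3 SD, cut at about 73% in these data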;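 further: 0% = DMSO wells and 100% = reporter-only cells lacking LRH-1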
SRC3 inh: human NCOA3 inhibition; HEK293 GAL4-SRC3 luciferase reporter, luminescence; Q9Y6Q9; inhibition, % at 3.6 µM; 360,000 tested, 0.17% active;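 active means inhibition above a per-campaign cutoff, the mean of all compounds plus 3 SD, cut at about 60% in these data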;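 further: 0% = DMSO-treated cells and 100% = gossypol-treated cells at 36 µM; higher means less SRC3-driven luciferase light from the GAL4 reporter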
Granule exo inh: lytic granule exocytosis inhibition. AID 651702. 360,000 tested, 0.66% active. inhibition, % at 10 µM. TALL-104 LAMP-1 surface exposure, flow cytometry; cells stimulated with thapsigargin and PMA;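 active means inhibition above about 55%, limit read from the data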
* marks the source's active call; other numbers are inactive results. The list is partial; count on the stated rates, not on these rows.

`CCCn1cnc2c(cnn2-c2ccc(F)cc2)c1=O` gave TROY signal inh -70, TWEAK-Fn14 inh 1, ABHD5 PLIN5 PPI 2, TLR9-MyD88 inh -7, NCOA1 inh -66, NCOA2 inhibitor -38, NR2F2 inh -22, NOD2-RIPK2 inh 8, NR5A2 inv ag -79, SRC3 inh -61 and Granule exo inh 1.
For CCN(CC)C(=O)C1=C(C)Nc2ncnn2C1c1cccnc1 (stereo unspecified) the results were TROY signal inh 3, TWEAK-Fn14 inh 8, ABHD5 PLIN5 PPI 2, TLR9-MyD88 inh -7, NCOA1 inh 5, NCOA2 inhibitor -23, NR2F2 inh -2, NOD2-RIPK2 inh 7, NR5A2 inv ag 15, SRC3 inh 10 and Granule exo inh -1.
`CCOc1ccc(OCC)c(NC(=O)Cn2cccc2)c1` gave TROY signal inh -6, TWEAK-Fn14 inh -8, ABHD5 PLIN5 PPI -2, TLR9-MyD88 inh 6, NCOA1 inh 1, NOD2-RIPK2 inh -5, NR5A2 inv ag 13, SRC3 inh 4 and Granule exo inh -4.
CC1CCCN(C(=O)CSCC(=O)N=c2sc3ccccc3n2C)C1 (stereo unspecified) was read as TROY signal inh 4, TWEAK-Fn14 inh 11, ABHD5 PLIN5 PPI 2, TLR9-MyD88 inh 2, NCOA1 inh -6, NCOA2 inhibitor -1, NR2F2 inh 12, NOD2-RIPK2 inh -1, NR5A2 inv ag 14, SRC3 inh -11 and Granule exo inh -2.
`COc1ccccc1N(C(=O)c1ccco1)C(C(=O)NC1CCCC1)c1cccnc1` (stereo unspecified) gave TWEAK-Fn14 inh -10, ABHD5 PLIN5 PPI 7, TLR9-MyD88 inh -1, NCOA1 inh 17, NCOA2 inhibitor 2, NR2F2 inh 0, NOD2-RIPK2 inh -5, NR5A2 inv ag -17, SRC3 inh 4 and Granule exo inh 0.
Screening CC(=O)N(C1=C(O)c2ccccc2C(=O)C1=O)C1CCCCC1 returned TROY signal inh 15, TWEAK-Fn14 inh -2, ABHD5 PLIN5 PPI -15, TLR9-MyD88 inh 3, NCOA1 inh 13, NCOA2 inhibitor -29, NR2F2 inh -11, NOD2-RIPK2 inh -8, NR5A2 inv ag 2, SRC3 inh 12 and Granule exo inh -2.
Screening CSCC[C@H](N)C(=O)N1CCC(C(=O)N[C@@H](C)C(=O)NCc2ccc(F)cc2)CC1 returned TROY signal inh 0, TWEAK-Fn14 inh 1, ABHD5 PLIN5 PPI -8, TLR9-MyD88 inh 5, NCOA1 inh 6, NCOA2 inhibitor -4, NR2F2 inh -6, NOD2-RIPK2 inh 1, NR5A2 inv ag -20, SRC3 inh 15 and Granule exo inh -1.
`Cc1cc(OCC(=O)N2CCC(O)CC2)c2c(C)cc(=O)oc2c1` gave TROY signal inh -8, TWEAK-Fn14 inh -14, ABHD5 PLIN5 PPI -2, TLR9-MyD88 inh -7, NCOA1 inh -16, NOD2-RIPK2 inh -13, NR5A2 inv ag 42, SRC3 inh -1 and Granule exo inh -3.
Screening COc1ccccc1OC(=O)c1ccc(S(=O)(=O)N(C)C)cc1 returned TROY signal inh 23, TWEAK-Fn14 inh 19, ABHD5 PLIN5 PPI -8, TLR9-MyD88 inh -3, NCOA1 inh 10, NCOA2 inhibitor 2, NR2F2 inh 5, NOD2-RIPK2 inh 2, NR5A2 inv ag -27, SRC3 inh -3 and Granule exo inh 2.
COc1ccccc1NS(=O)(=O)c1ccc2oc(SC)nc2c1 was read as TROY signal inh 7, TWEAK-Fn14 inh 23, ABHD5 PLIN5 PPI 6, TLR9-MyD88 inh 3, NCOA1 inh -32, NCOA2 inhibitor 10, NR2F2 inh 9, NOD2-RIPK2 inh -5, NR5A2 inv ag 9, SRC3 inh -5 and Granule exo inh 14.
For Cc1c(Cl)cccc1N=c1c([N+](=O)[O-])nn(-c2ccccc2)n1O the results were TROY signal inh -9, TWEAK-Fn14 inh -21, ABHD5 PLIN5 PPI -5, TLR9-MyD88 inh 3, NCOA1 inh -42, NCOA2 inhibitor -31, NR2F2 inh -5, NOD2-RIPK2 inh -7, NR5A2 inv ag 31, SRC3 inh 2 and Granule exo inh 1.
For COc1ccccc1N(CC(=O)NCc1ccccc1)S(C)(=O)=O the results were TROY signal inh 0, TWEAK-Fn14 inh 15, ABHD5 PLIN5 PPI -3, TLR9-MyD88 inh 7, NCOA1 inh -1, NCOA2 inhibitor -1, NR2F2 inh 7, NOD2-RIPK2 inh 2, NR5A2 inv ag 13, SRC3 inh -48 and Granule exo inh -1.
`O=C(c1ccc(F)cc1F)N1CCN(c2ccccn2)CC1` gave TROY signal inh 10, TWEAK-Fn14 inh 28, ABHD5 PLIN5 PPI 2, TLR9-MyD88 inh 4, NCOA1 inh -3, NCOA2 inhibitor -20, NR2F2 inh 5, NOD2-RIPK2 inh 1, NR5A2 inv ag 10, SRC3 inh 4 and Granule exo inh 9.
For COc1ccc(S(=O)(=O)/N=C2\C=C(NS(=O)(=O)c3ccccc3)C(=O)c3ccccc32)cc1 the results were TROY signal inh -10, TWEAK-Fn14 inh -4, ABHD5 PLIN5 PPI -19, TLR9-MyD88 inh 1, NCOA1 inh -12, NCOA2 inhibitor -5, NR2F2 inh 4, NOD2-RIPK2 inh -7, NR5A2 inv ag 13, SRC3 inh -27 and Granule exo inh 11.
CC(=O)NC(=S)Nc1ccc(S(=O)(=O)Nc2ncccn2)cc1 was read as TROY signal inh 0, TWEAK-Fn14 inh -3, ABHD5 PLIN5 PPI -2, TLR9-MyD88 inh -7, NCOA1 inh 3, NCOA2 inhibitor -14, NR2F2 inh -2, NOD2-RIPK2 inh 0, NR5A2 inv ag -7, SRC3 inh 10 and Granule exo inh 0.
Screening COc1ccc(NC(=O)c2cc(-c3ccc(C)o3)nc3ccccc23)cc1OC returned TROY signal inh 5, TWEAK-Fn14 inh -4, ABHD5 PLIN5 PPI 34*, TLR9-MyD88 inh -8, NCOA1 inh -38, NCOA2 inhibitor -44, NR2F2 inh -23, NOD2-RIPK2 inh -6, NR5A2 inv ag -11, SRC3 inh -34 and Granule exo inh 64*.
Screening O=C1C(O)=CC(=C(c2ccccc2)c2ccccc2)c2ccccc21 returned TROY signal inh 35, TWEAK-Fn14 inh 37, ABHD5 PLIN5 PPI 97*, TLR9-MyD88 inh 9, NCOA1 inh -22, NCOA2 inhibitor -3, NR2F2 inh 8, NOD2-RIPK2 inh 34*, NR5A2 inv ag -33, SRC3 inh -16 and Granule exo inh -57.
Screening CSc1nnc(C)c(=O)n1COC(=O)/C=C/c1ccccc1 returned TROY signal inh -2, TWEAK-Fn14 inh 9, ABHD5 PLIN5 PPI 1, TLR9-MyD88 inh 1, NCOA1 inh -5, NCOA2 inhibitor -6, NR2F2 inh 2, NOD2-RIPK2 inh 5, NR5A2 inv ag 16, SRC3 inh 12 and Granule exo inh 0.
For O=C(CCc1nnc2n(Cc3ccccc3)c(=O)c3ccccc3n12)NCCCN1CCCCC1 the results were TROY signal inh 2, TWEAK-Fn14 inh -2, ABHD5 PLIN5 PPI 4, TLR9-MyD88 inh -5, NCOA1 inh -19, NCOA2 inhibitor -20, NR2F2 inh 13, NOD2-RIPK2 inh -5, NR5A2 inv ag 11, SRC3 inh -1 and Granule exo inh -3.
`O=C(COC(=O)Cn1cnc2ccccc2c1=O)NCC12CC3CC(CC(C3)C1)C2` gave TROY signal inh 8, TWEAK-Fn14 inh -18, ABHD5 PLIN5 PPI 0, TLR9-MyD88 inh -6, NCOA1 inh -23, NCOA2 inhibitor -5, NR2F2 inh 0, NOD2-RIPK2 inh 4, NR5A2 inv ag 8, SRC3 inh 1 and Granule exo inh 3.

The final 3 records of the section before come first, to join the parts.
Screening CSc1nnc(C)c(=O)n1COC(=O)/C=C/c1ccccc1 returned TROY signal inh -2, TWEAK-Fn14 inh 9, ABHD5 PLIN5 PPI 1, TLR9-MyD88 inh 1, NCOA1 inh -5, NCOA2 inhibitor -6, NR2F2 inh 2, NOD2-RIPK2 inh 5, NR5A2 inv ag 16, SRC3 inh 12 and Granule exo inh 0.
For O=C(CCc1nnc2n(Cc3ccccc3)c(=O)c3ccccc3n12)NCCCN1CCCCC1 the results were TROY signal inh 2, TWEAK-Fn14 inh -2, ABHD5 PLIN5 PPI 4, TLR9-MyD88 inh -5, NCOA1 inh -19, NCOA2 inhibitor -20, NR2F2 inh 13, NOD2-RIPK2 inh -5, NR5A2 inv ag 11, SRC3 inh -1 and Granule exo inh -3.
`O=C(COC(=O)Cn1cnc2ccccc2c1=O)NCC12CC3CC(CC(C3)C1)C2` gave TROY signal inh 8, TWEAK-Fn14 inh -18, ABHD5 PLIN5 PPI 0, TLR9-MyD88 inh -6, NCOA1 inh -23, NCOA2 inhibitor -5, NR2F2 inh 0, NOD2-RIPK2 inh 4, NR5A2 inv ag 8, SRC3 inh 1 and Granule exo inh 3.
For Cc1cccc(-n2cc(CN(C)Cc3nccn3C)c(-c3cccc(F)c3)n2)c1 the results were TROY signal inh 19, TWEAK-Fn14 inh -8, ABHD5 PLIN5 PPI 5, TLR9-MyD88 inh 0, NCOA1 inh -9, NCOA2 inhibitor 19, NR2F2 inh 33, NOD2-RIPK2 inh -8, NR5A2 inv ag 8, SRC3 inh 18 and Granule exo inh 15.
CCc1nc2ccccc2c(C(=O)OCC(=O)NCc2ccco2)c1C was read as TROY signal inh 1, TWEAK-Fn14 inh 12, ABHD5 PLIN5 PPI 4, TLR9-MyD88 inh 0, NCOA1 inh 0, NCOA2 inhibitor 21, NR2F2 inh 9, NOD2-RIPK2 inh 5, NR5A2 inv ag -2, SRC3 inh 0 and Granule exo inh -6.
CC(C)c1ccc(NC(=S)NNC(=O)c2cccnc2)cc1 was read as TROY signal inh -16, TWEAK-Fn14 inh 0, ABHD5 PLIN5 PPI 0, TLR9-MyD88 inh -1, NCOA1 inh -19, NCOA2 inhibitor -9, NR2F2 inh -31, NOD2-RIPK2 inh -6, NR5A2 inv ag -26, SRC3 inh 2 and Granule exo inh 0.
`CCc1ccc2[nH]c(=O)c(CN(CCN3CCCC3)C(=O)NC3CCCCC3)cc2c1` gave TWEAK-Fn14 inh 85*, ABHD5 PLIN5 PPI 4, TLR9-MyD88 inh 9, NCOA1 inh 6, NCOA2 inhibitor -8, NR2F2 inh 9, NOD2-RIPK2 inh 1, NR5A2 inv ag -26, SRC3 inh 3 and Granule exo inh -1.
O=C(Nc1ccncc1)Nc1ccc(Cl)cc1Cl was read as TROY signal inh 5, TWEAK-Fn14 inh 23, ABHD5 PLIN5 PPI 4, TLR9-MyD88 inh -8, NCOA1 inh 2, NCOA2 inhibitor -59, NR2F2 inh -9, NOD2-RIPK2 inh -6, NR5A2 inv ag 32, SRC3 inh -11 and Granule exo inh 10.
`CN(C)c1ccc(/C=N/NC(=O)c2ccccc2)cc1` gave TROY signal inh -20, TWEAK-Fn14 inh 28, ABHD5 PLIN5 PPI -4, TLR9-MyD88 inh -12, NCOA1 inh -119, NCOA2 inhibitor -135, NR2F2 inh -23, NOD2-RIPK2 inh -9, NR5A2 inv ag -114, SRC3 inh -63 and Granule exo inh 4.

High-throughput results: PubChem, several laboratories
